# Screening results deposited in PubChem BioAssay by several laboratories.
# FLuc stim CS = affects firefly luciferase, flagging false hits in luciferase stimulation screens. AID 1027. ATPlite luciferase biochemical, luminescence, 10 min; 0 = ATP-free wells, 1 = DMSO control. 200,000 tested, under 10 active. P08659. activation factor at 10 µM;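 active means luciferase activation factor, scaled between plate controls, of at least 2 with compound at 10 µM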
# Target sequence (P08659 whole entry, looked up): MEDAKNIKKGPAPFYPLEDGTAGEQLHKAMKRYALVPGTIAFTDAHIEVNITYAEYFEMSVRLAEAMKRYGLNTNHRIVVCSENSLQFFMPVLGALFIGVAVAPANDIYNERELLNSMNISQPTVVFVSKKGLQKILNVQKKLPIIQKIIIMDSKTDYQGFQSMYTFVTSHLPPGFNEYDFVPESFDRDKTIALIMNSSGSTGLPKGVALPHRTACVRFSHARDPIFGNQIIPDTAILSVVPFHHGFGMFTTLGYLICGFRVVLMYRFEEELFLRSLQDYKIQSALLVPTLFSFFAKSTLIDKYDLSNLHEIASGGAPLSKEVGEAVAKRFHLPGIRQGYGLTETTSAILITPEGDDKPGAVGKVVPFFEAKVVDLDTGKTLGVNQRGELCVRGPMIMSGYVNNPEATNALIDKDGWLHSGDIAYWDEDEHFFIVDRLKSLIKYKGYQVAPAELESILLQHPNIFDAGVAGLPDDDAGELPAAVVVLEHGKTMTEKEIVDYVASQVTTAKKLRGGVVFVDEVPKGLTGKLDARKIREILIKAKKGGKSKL
#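 Material: Luciferase/luciferin reagent mix; Doses: test compounds dosed from 2 mM stocks in 100% DMSO; Schedule: 10 min incubation after luciferase reagent addition, room temperature; Measured by: luminescence from luciferase reaction; Read-out: luminescence gain marking luciferase activators.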
# HMGR II inh = E. faecalis class II HMG-CoA reductase inhibition; 0.41% of 190,000 active; AID 1066; purified E. faecalis HMGR, NADPH absorbance 340 nm kinetic; inhibition, % at 10 µM;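 active means inhibition above a set limit, the median over all tested compounds plus 3 SD, cut at about 9.5% in these data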;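 further: enzyme runs in reverse so mevalonate oxidation gives rising NADPH absorbance; 0% = complete reaction with DMSO and 100% = background rate lacking mevalonate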
# DTT redox prof = compounds producing H2O2 with reducing agent – biochemical, NIH compound library profiling, artefact control for MLSCN library redox annotation, primary screen; DTT-dependent redox cycling H2O2, phenol red/HRP absorbance; 100% = 100 µM peroxide control, 0% = buffer; activation, % at 10 µM; 0.03% of 200,000 active;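 active means activation of at least 50% relative to the plate's high and low controls in the primary single-dose screen; inactive means activation below 50%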;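 further: compound incubated with DTT at 0.8 mM final as the reducing agent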
# FLuc inhib CS = counter-screen for luciferase assay inhibitors: firefly luciferase inhibition; P08659; ATPLite firefly luciferase biochemical luminescence, 10 min; inhibition, % at 10 µM; 1.5% of 200,000 active; AID 1006;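 active means inhibition above about 50% when tested at 10 µM, limit read from the data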
# NF-kB expr up = NF-kB expression increase, human neuronal cells; NF-kB reporter expression; active compounds read high; 1.6% of 190,000 active; fold change at 12.5 µM; AID 1239; in the data active means fold change above about 3.3
# APP 5'UTR act = APP 5'UTR luciferase reporter activation. activation, % at 2 µM. AID 1276. 1% of 190,000 active. SH-SY5Y APP 5'UTR luciferase reporter, luminescence; zero percent = DMSO vehicle wells;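 active means activation above a set limit, based on mean plus 3 SD of controls, cut at about 140% in these data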; further: values of inactives mirror those of a sister screen read the other way
# Hsp70 activator = transcriptional activators of Hsp70 | HeLa Hsp70 promoter luciferase reporter, luminescence; scaled: vehicle 0, proteasome-inhibitor control 100% | activation, % at 10 µM | 0.04% of 200,000 active | AID 1203;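 active means activation above the mean across all tested compounds plus 3 SD, cutoff set per campaign, cut at about 5.5% in these data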;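 further: 100% = MG132 at 30 µM as the positive control and 0% = DMSO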
# STAT1 act = STAT1 signaling activation | NIH 3T3 STAT1-luciferase reporter, IFN-gamma, luminescence; 100% = IFN-gamma alone, no compound | activation (% of control), % at 5.5 µM | 2.6% of 200,000 active | AID 932;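 active means activation above the screen-wide mean activation plus 3 SD, cut at about 130% in these data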;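 further: raw ratio to IFN-gamma control signal so 100% means no change and 0% no light; values of inactives mirror those of a sister screen read the other way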
# APP transl inh = APP translation inhibition | 0.82% of 190,000 active | inhibition, % at 2 µM | AID 1285 | SH-SY5Y APP 5'UTR-luciferase reporter, luminescence;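 active means inhibition above a set limit, derived from the sample mean plus 3 SD, cut at about 45% in these data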; further: values of inactives mirror those of a sister screen read the other way
# G6PDH CS = L. mesenteroides G6PDH inhibition counter-screen; Purified L. mesenteroides G6PDH, diaphorase/resazurin coupled fluorescence, 45 min; 0.12% of 200,000 active; inhibition, % at 5 µM; in the data active means inhibition above about 50%
# The depositor's hits bear a star; x = no result given.
SMILES,FLuc stim CS,HMGR II inh,DTT redox prof,FLuc inhib CS,NF-kB expr up,APP 5'UTR act,Hsp70 activator,STAT1 act,APP transl inh,G6PDH CS
COc1ccccc1CNC(=O)COC(=O)c1cc(C)oc1C,1.1,-1.4,0.6,-6.1,0.9,-2.1,0.3,102.8,2.1,6.0
COc1ccc(/C=N/NC(=S)NC2CCS(=O)(=O)C2)cc1 (stereo unspecified),1,-0.8,0.6,4.4,1.1,-1.6,-0.2,104.7,1.6,21.6
Cc1ccc(S(=O)(=O)N2CCOCC2)cc1NC(=O)COC(=O)c1ccc2c(c1)OCO2,1.1,-1.0,-1.6,-8.3,1.06,11.0,-0.3,96.7,-11.0,3.5
O=C(c1nc2nc(-c3ccccc3)cc(C(F)(F)F)n2n1)N1CCCCC1,1,3.7,-3.3,2.5,1.33,-5.1,-0.4,94.1,5.1,14.1
CCOC(=O)c1ccc(NC(=O)CCNc2c(N3CCCC3)c(=O)c2=O)cc1,1,-6.0,0.6,-4.9,1.09,-5.3,-0.2,97.8,5.3,8.2
Cc1nccn1-c1cc(C(C)(C)C)nc2c(-c3ccccc3)cnn12,1,-0.4,0.1,-4.2,0.88,-16.3,0.1,106.2,16.3,1.3
O=C(NNC(=O)[C@H]1CC=CC[C@H]1C(=O)O)c1ccc(Cl)cc1Cl,0.9,-3.5,-0.8,5.3,1.38,-12.2,-0.1,103.7,12.3,8.4
CCC(=O)c1ccc(OCC(=O)Nc2nn3cnnc3s2)cc1,0.9,-0.2,-0.2,14.9,1.02,-12.6,-0.4,99.7,12.6,4.6
Cc1cccc(-c2cc3nc4c(c(N5CCC6(CC5)OCCO6)n3n2)CCCC4)c1,x,x,-3.1,x,x,-17.6,-0.1,106.5,17.6,x
COC(=O)c1c(NC(NC(=O)C(C)C)C(Cl)(Cl)Cl)sc2c1CCC2 (stereo unspecified),1,1.2,0.0,-2.3,0.97,-7.1,-0.4,103.1,7.1,5.8
Cc1cc(C)c(-c2c(O)c3cccc4c3n(c2=O)CCC4)c(C)c1,1.1,-7.2,2.0,-6.7,1.14,1.5,-0.5,97.5,-1.5,3.2
CCOc1ccccc1-c1nc(-c2cccc(Br)c2)no1,1.1,1.7,-0.2,-7.9,1.34,4.4,-0.2,101.1,-4.4,1.1
COc1cc(NC(=O)CSc2nnc(NC(C)C)s2)cc(OC)c1OC,1,1.1,-0.8,-2.7,1.21,3.8,-0.3,89.6,-3.8,8.1
CCN(CC)S(=O)(=O)c1ccc(N(C)Cc2cccc(OC)c2OC)nc1,1,-2.0,-0.7,-1.3,0.81,-2.7,-0.4,79.8,2.7,3.1
c1ccn2c(c1)nc1c2nc2ccccn21,0.8,-8.5,0.3,17.9,2.01,22.5,0.1,125.7,-22.5,6.4
CSCC[C@H](NC(=O)C(C)(C)Oc1ccc(Cl)cc1)c1nc2ccccc2[nH]1,1.1,-10.4,1.7,-7.3,0.91,-1.2,-0.3,91.9,1.2,7.1
N#CCCN(CCC#N)c1nncs1,1,-3.7,0.3,-2.3,0.99,11.6,-0.1,99.7,-11.6,5.4
COc1ccc2c(c1)C=C(CN1CCN(C3CCCC3)C(CCO)C1)CO2 (stereo unspecified),1.1,-4.1,-1.6,-7.0,1.09,24.9,-0.1,97.2,-24.9,7.9
CCOC(=O)CSc1nc(C)c(C(=O)OCC)s1,1,0.3,0.6,-1.5,1.37,4.9,-0.1,94.1,-4.9,-8.1
CCC/C=C(\CCC)C(NC(=O)OCC(C)C)c1ccc(C(=O)OC)cc1 (stereo unspecified),1.1,-5.5,0.8,-5.2,1.08,10.3,-0.3,91.3,-10.3,12.5
COC(=O)C1C2C=CC3(CN(c4ccc(Cl)c(F)c4)C(=O)C13)O2 (stereo unspecified),1,-8.5,-0.3,4.3,1.08,-11.4,-0.1,99.4,11.4,-2.1
O=C(/C=C/c1ccccc1)N/C(=C/c1ccccc1)C(=O)Nc1cccc(C(=O)O)c1,1,0.0,6.2,3.0,1.03,0.2,0.0,99.7,-0.3,3.8
O=C(CCN1C(=O)c2ccccc2C1=O)Nc1ccccn1,1,1.3,-0.9,-0.6,0.84,1.8,0.0,104.5,-1.8,1.7
COC(=O)c1cc2ccccc2oc1=O,1.1,0.4,0.1,-5.9,0.99,17.1,-0.1,105.9,-17.1,4.1
O=C(CCN1C(=O)C2CCCCC2C1=O)Nc1nc(-c2ccc(F)c(F)c2)cs1 (stereo unspecified),1,-4.7,0.2,-4.9,1.18,12.8,-0.1,104.3,-12.8,-1.0

# Continuation.
SMILES,FLuc stim CS,HMGR II inh,DTT redox prof,FLuc inhib CS,NF-kB expr up,APP 5'UTR act,Hsp70 activator,STAT1 act,APP transl inh,G6PDH CS
O=C(O)c1cc(-c2ccc(/C=N/Nc3ccc(Cl)cc3)o2)ccc1Cl,1,-3.6,-7.7,-3.7,1.33,6.1,-0.1,102.9,-6.1,2.6
CCOC(=O)C1CCCN(Cc2c(C(=O)N3CCOCC3)nc3ccccn23)C1 (stereo unspecified),1.1,-4.2,0.9,-6.5,0.99,-12.9,0.3,93.8,12.9,7.1
COC(=O)C1CCN(CC(N)=O)CC1,1.1,-4.3,-4.6,-6.1,1.13,-1.7,-0.2,97.1,1.7,-5.7
Cc1cc(C)cc(N(C(=O)Cc2cccs2)C(C(=O)NC2CCCC2)c2ccc(C)o2)c1 (stereo unspecified),1.1,0.3,0.7,-5.9,1.29,2.7,-0.3,98.7,-2.7,3.1
CCOC(=O)c1ccc(NC(=O)C(=O)NCCc2ccc(OC)cc2)cc1,1,0.8,-0.5,-4.6,0.84,21.5,-0.3,116.6,-21.5,3.8
COc1ccc(-c2csc3ncn(-c4ccccc4)c(=O)c23)cc1OC,1,-3.7,0.3,-2.9,0.7,19.4,-0.3,95.8,-19.4,11.0
CCOc1cccc(/C=C2/NC(=O)N(CC(=O)Nc3cccc(C)c3)C2=O)c1O,1,0.9,-2.0,4.5,1.06,3.3,0.4,100.2,-3.3,2.4
CC1CCN(C(=S)c2cn(Cc3ccccc3F)c3ccccc23)CC1,1,5.8,1.9,3.1,1.05,0.2,-0.3,99.7,-0.2,3.4
OC(CNCCc1ccc(C(F)(F)F)cc1)COc1ccc2ccccc2c1 (stereo unspecified),1,0.3,0.3,-4.3,1.04,-24.1,-0.3,98.8,24.1,-0.7
CC(=O)Nc1ccc(NC(=O)Cn2nc([N+](=O)[O-])c(Br)c2C)cc1,1,-4.7,-1.0,0.9,1.04,-0.5,-0.2,83.7,0.5,-1.5
COc1ccc(-c2csc3nc(-c4ccc(C)cc4)oc(=O)c23)cc1OC,1,-10.1,0.3,-0.2,1.25,-1.8,-0.3,93.1,1.8,12.2
O=C(NCC1CCCO1)c1ccc(NS(=O)(=O)c2cccc([N+](=O)[O-])c2)cc1 (stereo unspecified),1.1,-6.5,-2.6,-7.5,1.36,5.1,-0.3,107.3,-5.1,-3.3
Cc1cccc(-n2c(Cc3ccccc3)nnc2SCC(=O)N2CCOCC2)c1,1,-6.8,-1.3,-4.9,1.3,6.6,-0.3,104.3,-6.6,4.2
CCOc1ccc(NC(=O)CSC2=NCCN2)cc1,1,1.6,0.9,-2.1,1.25,-19.8,-0.1,104.0,19.8,5.2
COc1ccc(CC(=O)N2N=C(C)CC2(O)c2cccnc2)cc1OC (stereo unspecified),1,-1.7,0.1,1.3,1.11,0.0,-0.1,104.4,0.0,12.2
O=S(=O)(c1ccccc1)c1nc(-c2cccs2)oc1NCC1CCCO1 (stereo unspecified),1,-1.4,-6.2,1.1,1.13,12.2,0.7,99.3,-12.2,12.8
O=C(c1ccc2c(c1)OCO2)N(c1ccc(F)cc1)C1C=CS(=O)(=O)C1 (stereo unspecified),1,-0.3,2.4,0.1,1.15,7.8,0.0,90.7,-7.8,5.8
O=C(Nc1ccccc1)c1ccc2c(c1)OCO2,0.7,0.2,15.5,34.2,3.31*,-58.8,0.3,109.6,58.8*,5.6
CC(=O)Nc1cccc(C(=O)Nc2ccccc2N2CCOCC2)c1,1,-4.7,0.1,-2.4,0.74,3.0,-0.6,99.3,-3.0,1.0
O=C(Nc1ccc2c(c1)OCO2)c1cc2nc(C3CC3)cc(C(F)(F)F)n2n1,1,-1.0,-4.3,-3.0,1.29,2.0,-0.1,96.6,-2.0,10.3
CCCCNC(=S)N(C)/N=C/c1ccccc1F,1.1,-1.0,-0.3,-5.2,1.83,0.0,-0.5,94.5,0.0,-7.4
CCC(C)n1c(=O)c(C(=O)Nc2ccccc2S(N)(=O)=O)c(O)c2ccccc21 (stereo unspecified),1,-8.5,-0.7,-4.0,1.13,-19.5,-0.4,98.1,19.5,-1.1
Nc1ccccc1-c1nnc(SCc2ccccc2F)[nH]c1=O,1.1,0.2,0.1,-7.8,1.35,-9.3,-0.4,102.2,9.3,9.5
CN(N)c1ccc2c(C(F)(F)F)cc(C(F)(F)F)nc2n1,1,-2.1,-1.6,-0.5,1.36,-9.7,-0.1,96.0,9.7,-0.7
O=C(OCC(=O)N1CCc2ccccc21)c1cccc(S(=O)(=O)N2CCCc3ccccc32)c1,1,-2.5,0.2,-2.1,0.81,-8.2,-0.2,100.7,8.2,-13.1

# 5 compounds picked at random from those above, as already listed:
SMILES,FLuc stim CS,HMGR II inh,DTT redox prof,FLuc inhib CS,NF-kB expr up,APP 5'UTR act,Hsp70 activator,STAT1 act,APP transl inh,G6PDH CS
CCOc1ccc(NC(=O)CSC2=NCCN2)cc1,1,1.6,0.9,-2.1,1.25,-19.8,-0.1,104.0,19.8,5.2
OC(CNCCc1ccc(C(F)(F)F)cc1)COc1ccc2ccccc2c1 (stereo unspecified),1,0.3,0.3,-4.3,1.04,-24.1,-0.3,98.8,24.1,-0.7
COc1ccc(-c2csc3nc(-c4ccc(C)cc4)oc(=O)c23)cc1OC,1,-10.1,0.3,-0.2,1.25,-1.8,-0.3,93.1,1.8,12.2
COc1ccc(-c2csc3ncn(-c4ccccc4)c(=O)c23)cc1OC,1,-3.7,0.3,-2.9,0.7,19.4,-0.3,95.8,-19.4,11.0
Cc1cccc(-n2c(Cc3ccccc3)nnc2SCC(=O)N2CCOCC2)c1,1,-6.8,-1.3,-4.9,1.3,6.6,-0.3,104.3,-6.6,4.2

# (list continues)
SMILES,FLuc stim CS,HMGR II inh,DTT redox prof,FLuc inhib CS,NF-kB expr up,APP 5'UTR act,Hsp70 activator,STAT1 act,APP transl inh,G6PDH CS
Nc1nnc(SCC(=O)NCc2ccc3c(c2)OCO3)s1,1,-2.8,0.9,-4.2,1.17,-5.6,-0.4,87.8,5.6,0.7
Cc1ccccc1NC(=O)C1C2CCC(O2)C1C(=O)O (stereo unspecified),1.1,0.1,5.8,-5.1,0.92,18.2,0.2,91.1,-18.2,3.1
Cc1ccc(S(=O)(=O)c2c(COC(=O)c3ccccc3Cl)c(-c3ccccc3)nn2C)cc1,1,-4.9,0.5,-0.6,0.79,-15.9,0.3,97.0,15.9,-1.6
Cc1noc(C)c1S(=O)(=O)N1CCC(C(=O)NCCC2=CCCCC2)CC1,1,1.8,-0.7,-3.1,0.99,-10.9,-0.3,101.8,10.9,-3.7
Cc1cc(N2CCN(c3ccccn3)CC2)n2cc(-c3ccccc3)nc2n1,0.9,-1.3,-3.5,8.9,0.63,14.0,0.1,100.5,-14.0,-40.9
Cn1cc(C(=O)C(=O)N2CCCc3ccccc32)c2ccccc21,1,-3.1,-0.2,-4.8,0.91,9.7,0.0,92.5,-9.7,1.9
CCCCCn1c(SCCN2CCOCC2)nc2c1c(=O)[nH]c(=O)n2C,1,5.0,1.6,-4.0,1.03,15.1,-0.3,96.7,-15.1,-3.3
